Compound activity: PubChem BioAssay, several laboratories
CYP2C9 act: activators of human CYP2C9; P11712; recombinant CYP2C9, luciferin-H conversion, luminescence; active compounds read high; factor 1 = untreated enzyme, 0 = blocked; activation factor at 5 µM; 96,000 compounds, 1.4% hits; AID 1024;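 active = activation factor of 2 or more for CYP2C9 at a 5 µM dose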;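 note: 0 = sulfaphenazole-blocked wells and 1 = vehicle-only wells; values of inactives mirror those of a sister screen read the other way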
CYP2C9 inh: human CYP2C9 inhibition; CYP2C9 Supersomes, luciferin-H conversion, luminescence; 96,000 compounds, 20% hits; AID 777; inhibition, % at 5 µM; P11712;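 active = blocking of liver enzyme CYP2C9 beyond about 50% at 5 µM, limit read from the data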; note: values of inactives mirror those of a sister screen read the other way
CYP2C19 inhib: blocks human cytochrome P450 2C19. P33261. CYP2C19 Supersomes, luciferin-H EGE luminescence, 30 min. inhibition, % at 5 µM. 96,000 compounds, 21% hits;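 active = CYP2C19 inhibition above a set limit at 5 µM in the primary screen, cut at about 50% in these data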;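 note: plate controls were negative control wells for no effect and 2.5 mM tranylcypromine positive control for full effect; values of inactives mirror those of a sister screen read the other way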
Target sequence (P33261 whole entry, looked up): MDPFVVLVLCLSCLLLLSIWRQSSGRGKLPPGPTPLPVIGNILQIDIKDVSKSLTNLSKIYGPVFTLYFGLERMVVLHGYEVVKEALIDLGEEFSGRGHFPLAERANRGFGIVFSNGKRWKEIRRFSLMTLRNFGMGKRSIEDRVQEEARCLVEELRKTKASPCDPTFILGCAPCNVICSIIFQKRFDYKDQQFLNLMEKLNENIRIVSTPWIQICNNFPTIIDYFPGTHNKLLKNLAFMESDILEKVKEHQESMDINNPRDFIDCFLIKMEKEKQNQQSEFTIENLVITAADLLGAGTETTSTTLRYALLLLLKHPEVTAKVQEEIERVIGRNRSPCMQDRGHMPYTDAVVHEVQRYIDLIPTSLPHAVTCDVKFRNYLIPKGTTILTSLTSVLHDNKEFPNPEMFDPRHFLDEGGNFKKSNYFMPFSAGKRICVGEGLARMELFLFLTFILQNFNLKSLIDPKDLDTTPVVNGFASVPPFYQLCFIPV
HUVEC tox IL1B: toxic to HUVEC cells under IL-1B stimulation; 94,000 compounds, 0.41% hits; cell count reduction, % at 2 µM; AID 845; HUVEC cell count loss, Hoechst imaging, IL-1B stimulated;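 active = cell count reduction more than 3 SD above the screen-wide mean, cut at about 70% in these data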;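 note: normalized per plate to untreated control cells as the no-loss baseline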
DAT uptake mod: changed human dopamine transporter uptake under cocaine IC80. LLC-PK1 hDAT cells, [14C]-dopamine uptake with cocaine IC80; actives deviate in either direction. B-score at 10 µM. AID 449768. 110,000 compounds, 1.3% hits;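 active = Z score or B-score, a plate-position-corrected score, falls beyond the plate's 99.7% confidence bounds, in either direction; inactive = both scores lie inside the 99.7% bounds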;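 note: scored against the spread of the other compound wells on the same plate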
Target sequence (Q01959 whole entry, looked up): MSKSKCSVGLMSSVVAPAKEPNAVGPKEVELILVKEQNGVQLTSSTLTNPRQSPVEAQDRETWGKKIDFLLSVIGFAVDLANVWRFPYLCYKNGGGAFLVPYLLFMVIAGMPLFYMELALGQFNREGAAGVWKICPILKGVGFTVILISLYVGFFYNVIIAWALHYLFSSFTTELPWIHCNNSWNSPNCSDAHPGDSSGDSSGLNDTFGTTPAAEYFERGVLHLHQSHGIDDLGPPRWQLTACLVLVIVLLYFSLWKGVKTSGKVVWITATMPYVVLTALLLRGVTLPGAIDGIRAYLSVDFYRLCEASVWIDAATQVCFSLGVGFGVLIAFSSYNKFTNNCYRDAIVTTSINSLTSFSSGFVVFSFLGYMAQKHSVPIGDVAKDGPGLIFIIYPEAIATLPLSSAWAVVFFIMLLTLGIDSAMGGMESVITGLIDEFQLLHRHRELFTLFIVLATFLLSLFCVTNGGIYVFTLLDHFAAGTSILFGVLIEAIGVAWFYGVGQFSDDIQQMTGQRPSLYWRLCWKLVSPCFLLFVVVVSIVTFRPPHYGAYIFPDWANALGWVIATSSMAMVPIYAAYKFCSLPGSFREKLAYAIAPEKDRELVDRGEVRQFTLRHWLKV
HUVEC tox TNFa: HUVEC cytotoxicity counter-screen, TNF alpha stimulated; HUVEC TNFalpha-stimulated, Hoechst cell count, imaging; cell count reduction, % at 2 µM; 93,000 compounds, 0.17% hits; AID 848;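 active = cell count reduction exceeding the screen mean by over 5 SD, scaled to untreated wells per plate, cut at about 78% in these data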;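 note: cells counted after 24 h of TNF alpha exposure following the 1 h pretreatment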
Candida biofilm: kills Candida albicans biofilms | C. albicans biofilm + clotrimazole, Alamar Blue | inhibition, % at 6 µM | 85,000 compounds, 0.14% hits;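 active = inhibition above 20%; inactive = inhibition below 20%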;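 note: preformed 24 hr biofilms exposed to compound for 48 hr; 0% = biofilm without compound and 100% = blank killed by clotrimazole plus chlorhexidine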
CYP2C19 act: increases human CYP2C19 enzyme activity | activation factor at 5 µM | AID 1025 | recombinant CYP2C19, luciferin-H EGE luminescence; active compounds read high; 0 = fully inhibited enzyme, 1 = untreated enzyme | P33261 | 96,000 tested, under 10 active;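 active = activation factor of at least 2 at 5 µM in the primary screen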;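 note: 0 = wells with 2.5 mM tranylcypromine and 1 = vehicle-only wells; values of inactives mirror those of a sister screen read the other way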
VCAM1 TNFa inh: reduces TNF alpha induced VCAM1 expression in HUVEC | 95,000 compounds, 0.48% hits | HUVEC TNFa-induced VCAM-1 immunofluorescence, high-content imaging | inhibition, % at 2 µM;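 active = inhibition above the batch mean plus 3 SD, with images confirmed as a hit by eye, cut at about 37% in these data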;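 note: 0% = TNF-stimulated DMSO wells and 100% = unstimulated control wells; not every result past the cut was called active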
* = called active by the depositor; x = not tested or not shown.

no.	smiles	HUVEC tox IL1B	Candida biofilm	VCAM1 TNFa inh	CYP2C19 inhib	DAT uptake mod	CYP2C9 inh	CYP2C9 act	CYP2C19 act	HUVEC tox TNFa
1	N#CC(c1ccc(O)cc1)N1CCCCC1 (stereo unspecified)	-9	-3	14	3	-0.45	4	1	1	6
2	COc1cccc(-c2nnc(SCC(=O)Nc3ccc(S(N)(=O)=O)cc3)n2C)c1	-12	3	10	3	-0.73	38	0.6	1	-15
3	COc1ccccc1OCCSc1nnnn1-c1ccc(C)cc1	-6	-4	19	99*	-0.46	23	0.8	0	-30
4	O=S(=O)(NCc1cccs1)c1cccc2cccnc12	5	3	-12	28	0.039	-184	2.8*	0.7	29
5	O=C1c2ccccc2C(=O)N1CCc1nc(-c2ccccn2)no1	x	5	x	29	-0.75	8	0.9	0.7	x
6	COc1ccc(CNC(=O)Oc2ccccc2)cc1Cl	0	0	2	63*	-0.48	-140	2.4*	0.4	-2
7	Cc1cccc2cc(COC(=O)C(C)C)c(=O)[nH]c12	-20	9	26	12	0.079	-5	1.1	0.9	-15
8	O=C1OCCC1Sc1ncnc2sccc12 (stereo unspecified)	-14	2	3	-7	1.1	-29	1.3	1.1	-8
9	O=[N+]([O-])c1ccccc1/C=N/Nc1nccnc1Cl	-13	x	11	28	-0.022	-3	1	0.7	-3
10	Cc1[nH]c2ccccc2c1C(=O)Cn1c(=O)oc2ccccc21	-4	x	12	62*	0.17	58*	0.4	0.4	-2
11	CSc1nnc(CSCc2ccc(Cl)cc2Cl)n1-c1ccccc1	-9	x	11	59*	0.52	70*	0.3	0.4	-9
12	CCOC(=O)C1C(=O)NCC2CCCC21 (stereo unspecified)	x	4	x	-15	-0.2	0	1	1.2	x
13	COc1ccc(-c2cc(C(=O)N/N=C/c3sccc3C)c3ccccc3n2)c(OC)c1	5	x	8	65*	-0.26	88*	0.1	0.3	10
14	O=C(c1ccccc1)c1ccc(N2CCCC2)cc1	-23	4	14	33	-1.1	-6	1.1	0.7	-1
15	COc1ccc2cc(C(=O)NCCO)sc(=O)c2c1OC	-193	7	4	x	0.28	x	x	x	-18
16	COC(=O)c1[nH]c2cc(C)ccc2c1NC(=O)CN1CCN(C(=O)c2ccco2)CC1	7	1	5	14	1.8	11	0.9	0.9	-24
17	CC(=O)N(C)c1ccc(OCC(O)Cn2c3ccc(Cl)cc3c3cc(Cl)ccc32)cc1 (stereo unspecified)	-41	x	-6	31	-0.26	54*	0.5	0.7	2
18	O=C(NC(=S)N(Cc1ccccc1)Cc1ccccc1)C1CCCCC1	-50	x	14	0	0.14	13	0.9	1	-20
19	Cc1ccc2nc(N3CCN(Cc4nnnn4Cc4ccccc4)CC3)c(C#N)cc2c1	-14	0	12	78*	0.15	89*	0.1	0.2	-9
20	O=C(COc1ccc(Cl)cc1)NCCSCc1cccc(Cl)c1	-7	x	-6	45	-0.0028	28	0.7	0.6	-26
21	COc1ccc(-c2nnc(-c3cc(OC)c(OC)c(OC)c3)o2)cc1OC	10	8	8	x	0.94	x	x	x	-20
22	Cc1nc2cc(-c3cccc(F)c3)nn2c(C)c1CCC(=O)NC(C)CCc1ccco1 (stereo unspecified)	2	6	0	91*	1.4	91*	0.1	0.1	-25
23	CCN1C(=O)c2ccccc2S(=O)c2ccc(C(=O)N3CCCCCC3)cc21 (stereo unspecified)	-4	16	1	-14	x	-6	1.1	1.1	-8
24	O=C1C2C3c4ccccc4C(c4ccccc43)C2C(=O)N1Cc1cccnc1 (stereo unspecified)	12	x	-6	68*	-0.69	26	0.7	0.3	-19
25	O=C(COC(=O)C1CCN(S(=O)(=O)c2cccc3cccnc23)CC1)c1ccc(F)cc1	0	x	-23	15	0.57	-54	1.5	0.8	-19

Continued (2 carried over from the part before).
no.	smiles	HUVEC tox IL1B	Candida biofilm	VCAM1 TNFa inh	CYP2C19 inhib	DAT uptake mod	CYP2C9 inh	CYP2C9 act	CYP2C19 act	HUVEC tox TNFa
24	O=C1C2C3c4ccccc4C(c4ccccc43)C2C(=O)N1Cc1cccnc1 (stereo unspecified)	12	x	-6	68*	-0.69	26	0.7	0.3	-19
25	O=C(COC(=O)C1CCN(S(=O)(=O)c2cccc3cccnc23)CC1)c1ccc(F)cc1	0	x	-23	15	0.57	-54	1.5	0.8	-19
26	CCN(C(=O)CSc1ccc2c(c1)OCCO2)C1CCS(=O)(=O)C1 (stereo unspecified)	6	9	3	36	0.45	-6	1.1	0.6	1
27	COc1ccc(NC(=O)NCCCN2CCN(c3cc(C)ccc3C)CC2)cc1	x	6	x	22	-1.9	21	0.8	0.8	x
28	Cc1ccnc(N/C=C(\C#N)c2nc(-c3cccc(Br)c3)cs2)c1	-23	x	-9	33	0.44	31	0.7	0.7	6
29	O=C(Cn1nnc2c(cnn2-c2ccccc2)c1=O)NCc1cccs1	-96	2	-9	-8	-0.4	-2	1	1.1	-62
30	COc1ccc(C)cc1NC(=O)CN(C)S(=O)(=O)c1cnc[nH]1	2	-3	-4	78*	-1	73*	0.3	0.2	11
31	CCOC(=O)c1cccc(NC(=O)C2CCN(S(=O)(=O)c3cccs3)CC2)c1	19	6	14	88*	x	84*	0.2	0.1	-19
32	N#Cc1cc2c(=O)n3ccccc3nc2n(Cc2cccnc2)c1=N	12	3	3	x	x	x	x	x	-4
33	Cc1ccc(NC(=O)CN2C(=O)S/C(=C/c3ccc(-c4cc(C(=O)O)ccc4C)o3)C2=O)cc1C	6	3	2	4	-0.043	42	0.6	1	-1
34	C=CCNc1nc(N)c(C(=O)Nc2cc(C)on2)s1	77*	5	0	8	0.54	3	1	0.9	-3
35	Cc1ccccc1N/C(=C(/C(Cl)=C(Cl)Cl)[N+](=O)[O-])n1nnc2ccccc21	-1	-3	-6	1	0.18	35	0.7	1	4
36	CC(=O)N(c1cccc(Br)c1)C1C=CS(=O)(=O)C1 (stereo unspecified)	-16	3	-2	7	-0.36	5	1	0.9	-9
37	Cc1ccccc1OCCSc1nnc(C)n1-c1ccccc1	-14	0	11	34	2.2	24	0.8	0.7	-30
38	CCCc1nc(SCC(=O)N2CCc3ccccc3C2)c2ccccc2n1	-2	x	25	57*	0.37	78*	0.2	0.4	x
39	Cc1ccc(C(=O)ONc2ccc(N=NC(=O)c3ccccc3O)cc2)cc1	1	8	26	100*	0.55	92*	0.1	0	3
40	Cn1cccc1/C=C1\CCC/C(=C\c2cccn2C)C1=O	-6	1	-6	39	0.18	-42	1.4	0.6	-1
41	Cc1[nH]c2ccccc2c1C(=O)CSc1nc2ccccc2[nH]1	-20	x	5	31	-0.92	-54	1.5	0.7	-9
42	O=C(Cn1c(=O)sc2ccccc21)Nc1ccc(S(=O)(=O)N2CCCCC2)cc1	-1	3	-16	x	2.5	x	x	x	-7
43	CC(C)C[C@H](NC(=O)N1CCN(c2ccccc2)CC1)C(=O)O	1	-3	17	-10	-0.0099	-2	1	1.1	-23
44	CCc1nnc(NC(=O)CCC(=O)N2CCN(c3ccccn3)CC2)s1	2	3	6	0	x	-9	1.1	1	-2
45	COc1ccccc1-n1c(SCC(=O)NC2CCCCC2)nc2c(c1=O)SCC2	14	1	22	12	0.51	2	1	0.9	19
46	c1ccc(CCNc2ncnc3nc[nH]c23)cc1	-9	9	24	38	0.24	13	0.9	0.6	-14
47	c1ccc2c(c1)c1c3n2CCNC3CCC1 (stereo unspecified)	-40	6	-1	4	0.075	1	1	1	-10
48	O=C(O)[C@H](Cc1ccccc1)N1C(=O)c2ccncc2C1=O	-5	1	-10	7	-0.44	15	0.8	0.9	-13
49	CN1CCN(c2ccc(Cl)cc2NS(=O)(=O)c2ccccc2Cl)CC1	-21	-1	-7	19	0.3	17	0.8	0.8	-2
50	CCCN(CCC)C1CC(=O)N(Cc2ccccc2)C1=O (stereo unspecified)	x	4	x	85*	0.25	12	0.9	0.2	x

New compounds follow
no.	smiles	HUVEC tox IL1B	Candida biofilm	VCAM1 TNFa inh	CYP2C19 inhib	DAT uptake mod	CYP2C9 inh	CYP2C9 act	CYP2C19 act	HUVEC tox TNFa
51	COc1ccc(-n2ncc3c(NCCN4CCOCC4)ncnc32)cc1	13	14	15	6	x	5	1	0.9	-12
52	COC(=O)c1cc(NS(=O)(=O)c2ccc3c(c2)CCC(=O)N3)cc(C(=O)OC)c1	-16	2	x	68*	-0.33	57*	0.4	0.3	x
53	COC(=O)c1ccc(Oc2c(C)oc3c(CN4CCN(C)CC4)c(O)ccc3c2=O)cc1	3	4	6	6	0.0033	4	1	0.9	-16
54	CC1COC(c2cccn2Cc2ccccc2Cl)=N1 (stereo unspecified)	-4	1	-13	40	0.17	29	0.7	0.6	-21
55	Cc1nc(CS(=O)(=O)c2ccccc2)cc(Sc2ccc(Cl)cc2)n1	-12	x	3	-24	0.17	-29	1.3	1.2	-22
56	COc1cccc(C2C(C(N)=O)=C(C)Nc3nc(-c4cccc(Cl)c4)nn32)c1 (stereo unspecified)	-30	5	7	48	0.049	18	0.8	0.5	-27
57	COc1cccc(N2CCN(C(=O)CCn3c(=S)[nH]c4cc5c(cc4c3=O)OCO5)CC2)c1	4	6	4	-1	-0.83	32	0.7	1	-9
58	CCOc1ccc(NC(=O)c2cc3n(n2)C(C(F)(F)F)CC(c2ccco2)N3)cc1 (stereo unspecified)	-10	2	-3	16	-0.0099	26	0.7	0.8	-25
59	CC1=CC(C)(C)Nc2ccc(OC(=O)C(Cc3ccccc3)N3C(=O)C4CCCCC4C3=O)cc21 (stereo unspecified)	0	8	25	19	1.2	73*	0.3	0.8	-15
60	CCC(=O)Nc1cccc(NC(=O)c2ccc(C)c([N+](=O)[O-])c2)c1	1	x	0	13	0.052	-19	1.2	0.9	-17
61	Cc1ccccc1NS(=O)(=O)c1cc(C(N)=O)ccc1C	-14	6	1	97*	-1.4	19	0.8	0	-6
62	Cc1ccccc1-n1c(C)nc2ccccc21	-36	3	-8	82*	x	54*	0.5	0.2	-12
63	Cc1cc2oc(C(=O)NCc3ccncc3)c(C)c2cc1C	0	4	11	98*	-0.59	97*	0	0	-58
64	CSc1nc2ccccc2n1CC(=O)Nc1cc(C(F)(F)F)ccc1N1CCOCC1	-96	6	-11	87*	0.092	97*	0	0.1	-7
65	CCC(=O)N(Cc1cc2c(C)cc(C)cc2[nH]c1=O)C1CCCCC1	-4	0	-43	19	0.59	16	0.8	0.8	12
66	Cn1c(=O)n(CCc2ccccc2)c(=O)c2c1nc1n2CCCN1c1ccccc1	-4	9	-10	15	0.53	14	0.9	0.9	x
67	CC1CCCN(C(=O)c2sc3cc([N+](=O)[O-])ccc3c2Cl)C1 (stereo unspecified)	36	x	-2	32	-0.22	-16	1.2	0.7	-22
68	Cc1ccc(C)c(N2CCN(Cc3nnnn3C3CCCCC3)CC2)c1	12	10	-9	56*	0.74	42	0.6	0.4	-1
69	CC(=O)COc1ccc2c3c(c(=O)oc2c1C)CCCCC3	-24	-2	33	83*	-0.022	15	0.9	0.2	-31
70	COCCCN1CC23C=CC(O2)C(C(=O)O)C3C1=O (stereo unspecified)	-44	15	5	5	-0.67	-10	1.1	0.9	-14
71	CCOC(=O)C1=C(C)N(C)C(C)=C(C(=O)OCC)C1c1cccnc1	-65	5	19	87*	0	84*	0.2	0.1	-3
72	O=C(Nc1ccc(Cl)cn1)c1ccc(COCC(F)(F)C(F)F)o1	-3	6	-1	72*	0.98	22	0.8	0.3	-3
73	CCOc1ccccc1N1CC(C(=O)Nc2ccccc2N2CCOCC2)CC1=O (stereo unspecified)	2	-3	-5	8	-0.43	22	0.8	0.9	-9
74	Nc1c(C(=O)NCc2ccco2)c2nc3ccccc3nc2n1CCc1ccccc1F	0	4	8	38	2	52*	0.5	0.6	-3

This is a random part of the collection. About 29% of those tested had a hit in this group.
